Assay outcomes: PubChem BioAssay, several laboratories
GASC-1 inh = human JMJD2C demethylase inhibition; GST-JMJD2C(1-420) H3K9me3 demethylation, DELFIA europium; inhibition, % at 2.35 µM; actives 0.069% (n = 330,000); Q9H3R0;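 active = more than half of a compound's replicate wells show inhibition beyond 50%, single wells judged on their own value; inconclusive = some, but no more than half, of replicates pass 50% inhibition; inactive = no replicate passes 50% inhibition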;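 note: signal counts dimethyl H3K9 product captured on neutravidin plate; 0% = median of DMSO wells and 100% = 0.3 times that DMSO median; strong numbers were not always called active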
Target sequence (Q9H3R0 1-420 limits assumed): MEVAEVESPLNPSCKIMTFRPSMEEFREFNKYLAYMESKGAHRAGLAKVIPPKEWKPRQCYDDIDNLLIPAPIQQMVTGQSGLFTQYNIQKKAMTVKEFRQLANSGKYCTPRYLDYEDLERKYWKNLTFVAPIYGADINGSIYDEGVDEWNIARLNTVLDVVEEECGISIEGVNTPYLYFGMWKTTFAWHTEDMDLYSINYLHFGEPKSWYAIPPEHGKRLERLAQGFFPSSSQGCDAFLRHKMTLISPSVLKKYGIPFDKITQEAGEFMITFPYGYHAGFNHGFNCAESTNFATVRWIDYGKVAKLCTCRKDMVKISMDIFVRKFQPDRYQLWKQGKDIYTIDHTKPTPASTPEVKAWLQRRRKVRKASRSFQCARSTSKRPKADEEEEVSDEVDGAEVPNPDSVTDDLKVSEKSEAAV
AGP1 TOR yeast = modulators of TOR pathway AGP1-GFP in S. cerevisiae; S. cerevisiae AGP1-GFP multiplex flow cytometry, 3 h; GFP as percent of DMSO wells; GFP response vs DMSO, % at 10 µM; actives 0.02% (n = 320,000); AID 2066;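 active = GFP response relative to DMSO above a set limit, near screen average plus 3 SD, cut at about 150% in these data; inconclusive = fewer than 70 cells counted for the yeast strain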;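 note: median GFP channel fluorescence of the gated AGP1 strain per well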
LAP4 TOR yeast = alters LAP4-GFP fluorescence in TOR pathway yeast screen | AID 2023 | GFP response vs DMSO, % at 10 µM | S. cerevisiae LAP4-GFP multiplex, flow cytometry GFP, 3 h; median GFP as percent of DMSO wells | actives 0.34% (n = 320,000);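 active = GFP response vs DMSO above a set limit, about the screen mean plus 3 SD, cut at about 150% in these data; inconclusive = under 70 cell events counted for the yeast strain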
RPL19A-GFP yeast = modulators of TOR pathway RPL19A-GFP in S. cerevisiae | S. cerevisiae RPL19A-GFP strain, flow cytometry, 3 h; active compounds read low | percent response vs DMSO, % at 10 µM | actives 0.3% (n = 330,000) | AID 2025;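 active = percent response vs DMSO below 50%; inconclusive = fewer than 70 events counted for the yeast strain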;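 note: median channel GFP fluorescence of the barcoded RPL19A-GFP strain; ratio of sample median GFP to plate DMSO average so 100% = DMSO; lower means less RPL19A-GFP as with rapamycin TOR inhibition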
GRK2 aptamer HTS = blocks RNA aptamer binding to human GRK2; P25098; bead flow cytometry, FAM-aptamer displacement from GRK2; inhibition of aptamer binding, % at 10 µM; actives 0.59% (n = 330,000);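 active = inhibition of aptamer binding above 40%, roughly 3 SD of noise, on plates passing a quality check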;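 note: median bead fluorescence of bound FAM aptamer so fluorescent compounds give negative values; no value below 0 was filed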
Target sequence (P25098 whole entry, looked up): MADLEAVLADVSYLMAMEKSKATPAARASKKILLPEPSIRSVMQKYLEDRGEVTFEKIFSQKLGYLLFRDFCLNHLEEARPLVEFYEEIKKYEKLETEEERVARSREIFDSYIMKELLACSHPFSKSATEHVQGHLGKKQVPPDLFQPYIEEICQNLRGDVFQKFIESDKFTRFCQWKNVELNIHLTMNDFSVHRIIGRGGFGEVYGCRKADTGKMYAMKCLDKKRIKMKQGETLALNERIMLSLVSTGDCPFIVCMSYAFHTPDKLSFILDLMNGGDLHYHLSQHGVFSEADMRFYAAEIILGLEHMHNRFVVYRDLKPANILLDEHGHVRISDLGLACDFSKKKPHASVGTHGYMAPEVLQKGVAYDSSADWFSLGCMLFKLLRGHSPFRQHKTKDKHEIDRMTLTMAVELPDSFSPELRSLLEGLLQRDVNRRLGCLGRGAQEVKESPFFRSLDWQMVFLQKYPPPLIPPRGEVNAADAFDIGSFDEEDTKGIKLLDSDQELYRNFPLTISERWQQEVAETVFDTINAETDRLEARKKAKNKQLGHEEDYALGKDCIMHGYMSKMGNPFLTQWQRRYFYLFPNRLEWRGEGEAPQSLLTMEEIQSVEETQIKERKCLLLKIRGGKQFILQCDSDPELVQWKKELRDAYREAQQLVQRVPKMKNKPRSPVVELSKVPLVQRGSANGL
CIT2 TOR yeast = alters CIT2-GFP fluorescence in TOR pathway yeast screen; GFP response vs DMSO, % at 10 µM; actives 0.065% (n = 320,000); S. cerevisiae CIT2-GFP strain, flow cytometry, 3 h; 100 means same as DMSO wells;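 active = GFP response relative to DMSO above a set limit, near the screen mean plus 3 SD, cut at about 150% in these data; inconclusive = Fewer than 70 cells measured for a yeast strain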;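 note: ratio of well median GFP fluorescence to mean of DMSO wells on the plate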
VLA-4 inh = inhibition in a human VLA-4 binding assay; VLA-4 expressing cells, ligand binding flow cytometry; inhibition, % (about 7 µM as worked out from the volumes in the protocol); actives 0.2% (n = 330,000); in the data active = inhibition above about 50%
MEP2 TOR yeast = alters MEP2-GFP fluorescence in TOR pathway yeast screen; GFP response vs DMSO, % at 10 µM; S. cerevisiae MEP2-GFP strain, flow cytometry GFP, 3 h; 100% = DMSO control level; actives 0.51% (n = 330,000);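 active = GFP response versus DMSO above a set limit, roughly screen mean plus 3 SD, cut at about 180% in these data; inconclusive = fewer than 70 cells counted for a yeast strain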;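 note: median GFP fluorescence of the barcode-gated MEP2-GFP cells per well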
The depositor's hits bear a star; u = inconclusive; x = no result given; & = joins results of further samples; [ ] = remark or other dose.

SMILES	GASC-1 inh	AGP1 TOR yeast	LAP4 TOR yeast	RPL19A-GFP yeast	GRK2 aptamer HTS	CIT2 TOR yeast	VLA-4 inh	MEP2 TOR yeast
COc1cccc(Oc2nc(-c3ccccc3O)nc3ccccc23)c1	-5.8	94.7	97.9	100.2	0.0	98.2	4.6	109.0
COc1ccc(-c2cc(=O)oc3c(C)c(OC(C)C(=O)NCc4ccccn4)ccc23)cc1 (stereo not drawn)	-22.1	93.9	97.2	91.1	1.0	91.8	24.4	97.6
O=C(CCN1CCCCC1=O)NC1CCCN(Cc2ccc(Cl)cc2)C1 (stereo not drawn)	1.6	106.5	93.9	103.3	0.0	104.5	1.0	98.1
CC1CCN(CCOCCOc2ccccc2-c2ccccc2)CC1	4.4	92.5	82.8	92.2	1.0	91.9	14.5	65.2
CC(C)C(NC(=O)c1ccccc1NC(=O)c1ccco1)C(=O)O (stereo not drawn)	39.4	100.3	94.3	101.6	0.0	108.1	-11.4	109.0
O=C(CSc1n[nH]c(=O)n1-c1ccc2c(c1)OCCO2)Nc1ccccc1	-7.9	99.0	108.2	98.5	0.0	84.1	13.7	93.3
CNC(=S)N1N=C(c2ccc(OC)cc2)CC1c1ccc(N(C)C)cc1 (stereo not drawn)	-2.8	97.1	98.8	97.8	2.0	96.3	-1.9	97.7
COc1ccc(-c2cc3ccccc3n2CC(O)CN2CCCCC2)cc1 (stereo not drawn)	5.0	108.7	104.6	98.2	1.0	103.1	-16.8	100.3
CCOC(=O)c1[nH]c2ccccc2c1NC(=O)C(C)(C)C	-7.8	94.9	97.1	100.1	1.0	99.1	39.7	97.3
CCOc1cccc(-c2cc(=O)[nH][nH]2)c1	-2.3	108.8	103.7	100.1	1.0	111.8	0.0	103.5
COC(=O)c1c(NC(C)=O)sc2c1CCCCC2	7.6	107.7	105.7	108.8	0.0	97.0	12.2	103.9
Cc1cc(C)c(S(=O)(=O)Nc2ccc(-c3cn4ccccc4n3)cc2)c(C)c1	3.6	104.5	94.8	100.5	0.0	98.3	-11.3	101.7
Cc1cc(Cl)c(S(=O)(=O)N2CCSCC2)cc1OCC(N)=O	14.3	102.3	99.7	100.2	2.0	93.7	-4.0	95.7
Cc1cccc(C)c1N1C(=O)c2cccc([N+](=O)[O-])c2C1=O	33.2	103.7	110.7	100.7	2.0	100.1	9.8	98.4
O=C(Nc1ccc(OC(F)(F)F)cc1)N1CCN(c2ccnc3cc(Cl)ccc23)CC1	-18.6	101.3	105.1	100.3	15.0	94.5	-2.4	99.9
CC(C)Oc1ccc(-c2nc(NCC3CCCO3)c3ccccc3n2)cc1 (stereo not drawn)	-17.5	110.8	112.4	102.6	2.0	103.5	0.5	104.8
CC1CCc2sc(C(=O)NC(C)C3CCCO3)cc2C1 (stereo not drawn)	-8.9	94.4	73.7	97.9	2.0	94.2	1.2	89.3
COc1ccc(C(=O)NC(Cc2ccc(OC(=O)c3ccc(OC)cc3)cc2)C(=O)O)cc1 (stereo not drawn)	0.2	101.0	101.7	96.9	0.0	89.0	15.4	100.6
CCCCn1c(N)c(N(CCOC)C(=O)CSc2n[nH]c(-c3ccc(OC)cc3)n2)c(=O)[nH]c1=O	11.5	98.9	100.9	96.9	0.0	103.0	-12.7	99.0
Cn1cc(S(=O)(=O)N2CCN(c3cccc(Cl)c3)CC2)c(=O)n(C)c1=O	3.7	96.6	97.5	93.6	0.0	94.1	19.9	91.4
O=c1cc(Cl)[nH]c(=O)n1CCNc1ncc(C(F)(F)F)cc1Cl	-39.1	103.3	97.1	98.8	0.0	108.5	14.4	98.3
COc1ccc(C(=O)Nc2ccc(S(=O)(=O)Nc3nccc(C)n3)cc2)cc1	1.0	104.1	95.3	108.3	4.0	100.0	-0.2	112.3
Cc1c2cnn(CC(=O)NCCCN3CCCCC3)c(=O)c2c(C)n1Cc1ccccc1	-5.0	101.1	123.7	107.1	0.0	106.1	7.5	107.1
COc1ccc(-c2cc(C(F)F)n3ncc(C(=O)NCC4CCCO4)c3n2)cc1 (stereo not drawn)	15.5	73.2	89.2	91.6	8.0	173.9*	0.2	92.6
COc1cc(C2C(C#N)=C(N)Oc3cc(O)ccc32)cc(OC)c1OC (stereo not drawn)	-4.0	117.2	111.0	105.6	4.0	116.0	1.0	107.1
COc1ccccc1/C=C/C(=O)Nc1ccc(S(=O)(=O)Nc2cc(C)nc(C)n2)cc1	-2.3	93.5	96.5	95.0	1.0	94.2	17.3	94.2
COc1ccc(C)cc1N(CC(=O)Nc1ccc(S(=O)(=O)N2CCCC2)cc1)S(C)(=O)=O	8.6	96.4	86.4	107.3	10.0	97.4	21.0	100.5
Cc1[nH]nc2c1C(c1cccs1)C1=C(CC(C)(C)CC1=O)N2 (stereo not drawn)	0.2	106.4	100.5	107.2	2.0	101.6	4.9	100.7
O=C(CCn1c(=O)oc2cc(Cl)ccc21)Nc1ccc(N2CCOCC2)cc1	-39.8	108.0	106.0	104.9	2.0	105.4	14.2	114.5
Cc1cccc(NC(=O)C2CCN(S(=O)(=O)c3cccs3)CC2)n1	-0.8	104.6	102.8	99.6	0.0	104.2	-5.0	105.1
COc1ccc(NC(=O)c2oc3ccccc3c2NC(=O)c2ccc3c(c2)OCO3)cc1	1.5	98.3	104.3	97.1	0.0	95.7	-2.4	101.4
CCN1C(=O)[C@@H]2[C@H](C1=O)[C@@H]1C(=O)Nc3ccccc3C(=O)N1[C@@H]2c1ccccc1	6.5	83.2	126.9	97.7	1.0	68.4	4.8	93.0
COc1ccc(S(=O)(=O)n2ccnc2C)c(C)c1C	1.7	98.1	83.5	100.5	0.0	103.7	-0.6	102.5
O=C(NCc1cc([N+](=O)[O-])ccc1O)c1cccnc1Sc1ccc(Cl)cc1	2.3	103.9	100.1	100.9	0.0	98.8	1.8	105.2
CC(=O)Nc1ccc(S(=O)(=O)N2CCN(c3ccc([N+](=O)[O-])c(NCCN4CCOCC4)c3)CC2)cc1	-2.6	97.6	90.2	103.2	0.0	101.9	1.3	100.7
CN(C(=O)CSc1nnc(-c2ccc(Cl)cc2)n1C)C1CCS(=O)(=O)C1 (stereo not drawn)	-3.2	97.9	95.2	98.6	0.0	100.5	-0.2	97.0
CC(C)C(OC(=O)c1nsc(Cl)c1Cl)C(=O)NC(C)(C)C (stereo not drawn)	-5.8	87.1	87.4	86.4	4.0	89.0	4.0	87.6
N#Cc1ccc(-c2ccc(OCC3CNC(=O)O3)cc2)cc1 (stereo not drawn)	1.3	93.0	93.1	100.0	0.0	99.6	-10.1	104.7
COc1ccc(C2C3=C(NCCN=C3c3ccccc3)C(=O)N2c2ccccc2)c(OC)c1 (stereo not drawn)	1.9	101.6	110.2	110.7	3.0	111.9	3.6	102.8
O=C(CSc1nc2ccc([N+](=O)[O-])cc2s1)NCC1CCCO1 (stereo not drawn)	1.6	102.0	94.8	105.3	90.0*	108.2	8.3	104.9
COc1ccc(S(=O)(=O)NCCCc2ccccc2)cc1	3.3	95.7	109.7	93.3	0.0	88.5	5.9	94.3
C/C(=N\Nc1nc(C(C)(C)C)cs1)c1ccc(O)cc1	9.4	100.8	99.8	100.9	0.0	99.1	4.9	101.9
CCN1CCCC1CN(Cc1cc2ccc(C)cc2[nH]c1=O)C(=S)Nc1ccc(F)cc1 (stereo not drawn)	x	81.8	139.1	66.9	0.0	102.2	0.5	71.2
CCCS(=O)(=O)c1c(S(=O)(=O)CCC)c2c(N)cccn2c1C(=O)OC	-24.6	97.4	96.9	95.8	6.0	98.5	1.6	97.2
Cc1ccc(Sc2sc(=O)n(C)c2S(=O)(=O)c2ccc(C)cc2)cc1	4.0	103.3	99.4	99.6	0.0	106.8	11.0	111.0
O=C(NC(Cc1ccccc1)C(=O)O)OCc1ccccc1 (stereo not drawn)	-0.5	109.3	100.5	104.4	5.0	100.6	14.9	107.3
CC(=O)N(Cc1cc(=O)[nH]c2ccccc12)c1cccc(C)c1	5.4	92.5	91.2	93.0	2.0	90.4	-4.3	95.0
Cc1ccc(OCC(=O)N2N=C(c3cccnc3)CC2(O)C(F)(F)F)cc1C (stereo not drawn)	3.1	99.2	92.5	102.5	8.0	96.4	3.6	97.8
NC(=O)COc1ncn(-c2ccccc2)n1	-0.9	96.2	101.5	97.1	3.0	97.1	-4.4	97.7
O=C(COc1cccc(NC(=O)c2cccc([N+](=O)[O-])c2)c1)c1ccc(Br)cc1	16.8	u	59.3[may fluoresce violet]	60.9[may fluoresce violet]	0.0	u	-0.1	258.9*[may fluoresce violet]
O=C(O)c1cccc(NC(=O)c2ccc(N3C(=O)c4ccc(C(=O)Nc5cccc(C(=O)O)c5)cc4C3=O)cc2)c1	-4.3	109.3	104.5	99.3	1.0	108.8	14.0	93.5
COc1ccc(N(CC(=O)N/N=C/c2ccco2)S(=O)(=O)c2ccccc2)cc1	-3.1	111.6	99.2	99.9	5.0	102.5	-5.2	104.6
O=C(O)CCC(=O)N1N=C(c2ccccc2)CC1c1ccc(Br)cc1 (stereo not drawn)	12.4	92.5	85.7	98.1	0.0	90.8	7.9	102.6
CC1CCc2ccccc2N1C(=O)c1cccs1 (stereo not drawn)	-0.8	100.1	94.9	99.3	2.0	94.0	4.3	102.3
CCCCN(c1ccccc1)c1ncnc2nc[nH]c12	2.0	99.9	101.5	96.0	0.0	95.5	-18.4	103.9
N#CCc1c(C#N)c(N)nc(N2CCOCC2)c1C#N	1.7	81.7	102.6	100.2	6.0	75.3	-0.2	93.7
CCOc1ccc(N(CC(=O)NCc2cccc(OC)c2)S(=O)(=O)c2c(C)noc2C)cc1	-14.3&-14.4	104.8	104.2	100.8	4.0	103.3	5.3	101.3
O=C(CCCN1C(=O)c2ccccc2C1=O)Nc1cccc(S(=O)(=O)NC2=NCCC2)c1	-5.4	81.0	84.7	87.2	0.0	92.2	10.9	90.3
O=C(CCn1c(=O)oc2ccccc21)N1CCN(c2ccccc2F)CC1	4.1	102.9	110.4	107.2	4.0	102.4	15.9	108.4
Cc1nc(CC(C)C)cc(C(=O)N2CCCC(Nc3ccc(C)c(C)c3)C2)n1 (stereo not drawn)	-2.6	97.0	80.4	104.4	0.0	106.1	-10.2	97.0

Following part.
SMILES	GASC-1 inh	AGP1 TOR yeast	LAP4 TOR yeast	RPL19A-GFP yeast	GRK2 aptamer HTS	CIT2 TOR yeast	VLA-4 inh	MEP2 TOR yeast
O=C(COC(=O)c1ccccn1)NC1CCCCC1	5.3	104.4	105.3	102.8	2.0	105.8	5.2	108.3
COC(=O)/C(=C\Nc1ccc(Cl)cc1Cl)NC(=O)c1ccc(Cl)cc1Cl	-2.6	90.6	90.3	94.2	0.0	92.4	-1.1	97.1
CCOC(=O)C1(Cc2ccccc2C)CCCN(C(=O)CCC(=O)OC)C1 (stereo not drawn)	-9.4	100.5	99.3	103.4	0.0	102.5	9.9	116.0
O=C(Nc1cccnc1)c1ccc(N2CCCC2)c([N+](=O)[O-])c1	-3.3	108.9	101.6	100.4	1.0	94.0	-0.8	104.2

Sorted by the number under VLA-4 inh (falling): some entries from above
structure	VLA-4 inh
O=C(COC(=O)c1ccccn1)NC1CCCCC1	5.2
O=C(Nc1cccnc1)c1ccc(N2CCCC2)c([N+](=O)[O-])c1	-0.8
COC(=O)/C(=C\Nc1ccc(Cl)cc1Cl)NC(=O)c1ccc(Cl)cc1Cl	-1.1

The order is random. Share with any hit: about 1.7%.
